VLA-4 inh = inhibition in a human VLA-4 binding assay. VLA-4 expressing cells, ligand binding flow cytometry. 330,000 tested, 0.2% active. inhibition, % (about 7 µM as worked out from the volumes in the protocol); in the data active means inhibition above about 50%
Target sequence (P13612 whole entry, looked up): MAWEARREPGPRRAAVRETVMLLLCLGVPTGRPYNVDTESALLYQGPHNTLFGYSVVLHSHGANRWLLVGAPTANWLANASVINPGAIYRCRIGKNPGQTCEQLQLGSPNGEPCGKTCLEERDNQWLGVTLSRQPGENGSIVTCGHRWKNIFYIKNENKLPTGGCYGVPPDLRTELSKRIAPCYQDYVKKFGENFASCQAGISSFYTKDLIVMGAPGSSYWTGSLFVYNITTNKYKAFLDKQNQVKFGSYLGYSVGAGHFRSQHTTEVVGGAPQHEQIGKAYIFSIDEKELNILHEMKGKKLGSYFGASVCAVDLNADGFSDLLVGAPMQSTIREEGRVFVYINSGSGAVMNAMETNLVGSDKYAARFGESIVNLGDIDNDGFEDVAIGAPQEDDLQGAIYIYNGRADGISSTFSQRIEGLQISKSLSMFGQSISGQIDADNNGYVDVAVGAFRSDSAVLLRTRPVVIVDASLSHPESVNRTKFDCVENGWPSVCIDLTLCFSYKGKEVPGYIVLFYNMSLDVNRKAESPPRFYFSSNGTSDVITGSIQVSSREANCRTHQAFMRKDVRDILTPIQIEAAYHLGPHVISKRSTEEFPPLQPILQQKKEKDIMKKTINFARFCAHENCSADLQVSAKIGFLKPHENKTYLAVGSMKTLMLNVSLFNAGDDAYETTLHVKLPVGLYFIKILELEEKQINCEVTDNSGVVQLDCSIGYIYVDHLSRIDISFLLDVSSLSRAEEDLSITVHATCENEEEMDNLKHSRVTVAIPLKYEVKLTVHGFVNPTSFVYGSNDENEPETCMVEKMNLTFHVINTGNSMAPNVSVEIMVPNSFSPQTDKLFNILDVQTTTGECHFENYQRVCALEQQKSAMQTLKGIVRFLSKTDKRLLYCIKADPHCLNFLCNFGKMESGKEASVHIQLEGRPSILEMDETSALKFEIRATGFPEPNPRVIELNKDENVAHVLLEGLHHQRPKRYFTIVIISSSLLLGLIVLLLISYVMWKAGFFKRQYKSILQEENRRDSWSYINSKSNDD
JMJD2C inh = inhibitors of human GASC-1 (JMJD2C) demethylase | GST-JMJD2C(1-420) H3K9me3 demethylation, DELFIA europium | inhibition, % at 2.35 µM | 330,000 tested, 0.069% active | AID 2099;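 active means more than half of a compound's replicate wells show inhibition beyond 50%, single wells judged on their own value; inconclusive means some, but no more than half, of replicates pass 50% inhibition; inactive means no replicate passes 50% inhibition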;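 further: signal counts dimethyl H3K9 product captured on neutravidin plate; 0% = median of DMSO wells and 100% = 0.3 times that DMSO median; strong numbers were not always called active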
GRK2 aptamer HTS = inhibitors of human GRK2 displacing RNA aptamer; inhibition of aptamer binding, % at 10 µM; P25098; 330,000 tested, 0.59% active; bead flow cytometry, FAM-aptamer displacement from GRK2;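 active means inhibition of aptamer binding above 40%, roughly 3 SD of noise, on plates passing a quality check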;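 further: median bead fluorescence of bound FAM aptamer so fluorescent compounds give negative values; no value below 0 was filed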
CIT2-GFP yeast = modulators of TOR pathway CIT2-GFP in S. cerevisiae | 320,000 tested, 0.065% active | S. cerevisiae CIT2-GFP strain, flow cytometry, 3 h; 100 means same as DMSO wells | GFP response vs DMSO, % at 10 µM | AID 2029;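 active means GFP response relative to DMSO above a set limit, near the screen mean plus 3 SD, cut at about 150% in these data; inconclusive means Fewer than 70 cells measured for a yeast strain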;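 further: ratio of well median GFP fluorescence to mean of DMSO wells on the plate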
AGP1 TOR yeast = yeast TOR pathway AGP1-GFP modulation; 320,000 tested, 0.02% active; S. cerevisiae AGP1-GFP multiplex flow cytometry, 3 h; GFP as percent of DMSO wells; GFP response vs DMSO, % at 10 µM; AID 2066;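 active means GFP response relative to DMSO above a set limit, near screen average plus 3 SD, cut at about 150% in these data; inconclusive means fewer than 70 cells counted for the yeast strain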;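 further: median GFP channel fluorescence of the gated AGP1 strain per well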
MEP2-GFP yeast = yeast TOR pathway MEP2-GFP modulation; S. cerevisiae MEP2-GFP strain, flow cytometry GFP, 3 h; 100% = DMSO control level; GFP response vs DMSO, % at 10 µM; 330,000 tested, 0.51% active;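 active means GFP response versus DMSO above a set limit, roughly screen mean plus 3 SD, cut at about 180% in these data; inconclusive means fewer than 70 cells counted for a yeast strain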;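 further: median GFP fluorescence of the barcode-gated MEP2-GFP cells per well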
LAP4-GFP MLPCN = alters LAP4-GFP fluorescence in TOR pathway yeast screen; S. cerevisiae LAP4-GFP multiplex, flow cytometry GFP, 3 h; median GFP as percent of DMSO wells; AID 2023; 320,000 tested, 0.34% active; GFP response vs DMSO, % at 10 µM;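 active means GFP response vs DMSO above a set limit, about the screen mean plus 3 SD, cut at about 150% in these data; inconclusive means under 70 cell events counted for the yeast strain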
RPL19A-GFP yeast = modulators of TOR pathway RPL19A-GFP in S. cerevisiae | S. cerevisiae RPL19A-GFP strain, flow cytometry, 3 h; stronger effect = lower value | percent response vs DMSO, % at 10 µM | 330,000 tested, 0.3% active | AID 2025;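 active means percent response vs DMSO below 50%; inconclusive means fewer than 70 events counted for the yeast strain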;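 further: median channel GFP fluorescence of the barcoded RPL19A-GFP strain; ratio of sample median GFP to plate DMSO average so 100% = DMSO; lower means less RPL19A-GFP as with rapamycin TOR inhibition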
Numbers without * were called inactive; ? = inconclusive; . = no result given; [ ] = another dose, or the depositor's remark.

SMILES	VLA-4 inh	JMJD2C inh	GRK2 aptamer HTS	CIT2-GFP yeast	AGP1 TOR yeast	MEP2-GFP yeast	LAP4-GFP MLPCN	RPL19A-GFP yeast
CCC(C)[C@H](NC(=O)[C@@H]1CSC2c3ccccc3C(=O)N21)C(=O)NC1CCCC1 (stereo partly drawn)	-4	-24	2	109	86	108	94	96
O=C(c1ccc2c(c1)OCCO2)N1CCN(Cc2c(F)cccc2Cl)CC1	0	.	3	98	99	102	94	100
Cc1cc(C)c(S(=O)(=O)c2ccccc2C)c(Cl)n1	7	2	4	86	99	102	101	93
O=C(Nc1ccc(Cl)cc1-c1nc2ccccc2s1)c1ccco1	0	22	0	105	103	101	103	103
O=S(=O)(NCC1CCCO1)c1ccc(S(=O)(=O)N(Cc2ccccc2F)C2CCCCC2)cc1 (stereo not drawn)	15	2	1	100	105	110	97	101
CCOC(=O)C1CCCN(C(=O)c2cc(-c3ccncc3)nc3ccccc23)C1 (stereo not drawn)	6	2	0	100	114	103	113	103
CCOc1c2ccc(C(=O)NCc3ccc(C(F)(F)F)cc3C(F)(F)F)cc2nn1C	-7	-2	1	102	103	102	110	110
CSc1cccc(NC(=S)NN(C)C)c1	-7	5	2	99	103	91	112	96
COc1cc(C(c2c(C)[nH][nH]c2=O)c2c(C)[nH][nH]c2=O)ccc1OC(C)C	11	-27	0	97	99	101	103	94
Cc1cccc2sc(N(CCCN(C)C)C(=O)c3ccco3)nc12	6	-20	2	106	105	104	110	101
Cc1ccc(Oc2c(C(N)=O)cc([N+](=O)[O-])cc2[N+](=O)[O-])cc1	31	10	2	107	99	94	96	101
COCCCN1C(=O)N(c2ccc(F)cc2)C(=O)C1CC(=O)Nc1ccc(OC)cc1 (stereo not drawn)	-2	-5	1	102	101	97	96	101

The last 2 entries of the part above lead into the next:
SMILES	VLA-4 inh	JMJD2C inh	GRK2 aptamer HTS	CIT2-GFP yeast	AGP1 TOR yeast	MEP2-GFP yeast	LAP4-GFP MLPCN	RPL19A-GFP yeast
Cc1ccc(Oc2c(C(N)=O)cc([N+](=O)[O-])cc2[N+](=O)[O-])cc1	31	10	2	107	99	94	96	101
COCCCN1C(=O)N(c2ccc(F)cc2)C(=O)C1CC(=O)Nc1ccc(OC)cc1 (stereo not drawn)	-2	-5	1	102	101	97	96	101
COc1ccc(C(=O)CSc2nnc(CCc3ccccc3)n2-c2ccccc2)cc1	12	-1	0	83	91	88	107	91
CCC(C)(C)c1nnc(NC(=O)c2cccc([N+](=O)[O-])c2)s1	17	-16	0	101	101	103	97	98
O=C(C(=O)N1CCOCC1)c1cn(CCOc2ccccc2)c2ccccc12	-22	-8	2	105	90	100	98	97
CCC(=O)Nc1nnc(SCC(=O)c2ccc3c(c2)Cc2ccccc2-3)s1	1	-3	3	105	104	106	101	103
O=C(O)CSc1nnc(-c2ccccc2)c(-c2ccccc2)n1	4	3	1	84	96	95	108	94
CC(OC(=O)C1CCCC1)C(=O)Nc1ncc(Cl)cc1Cl (stereo not drawn)	-21	7	2	96	94	95	102	94
CCCc1cnc(N2CCN(C(=O)c3ccccc3)CC2)nc1	-4	-18	1	88	92	104	101	98
COc1ccc(N2CCN(S(=O)(=O)c3cc4c(cc3C)NC(=O)CO4)CC2)cc1	14	64	0	97	101	99	107	101
c1csc(-c2nc3ccccc3[nH]2)c1	2	0	0	98	102	102	111	101
Cc1cc(Br)cc(C)c1NC(=O)c1ccc(C#N)cc1F	5	-14	0	88	99	99	103	93
Cc1ccccc1Oc1nc2ccccn2c(=O)c1/C=C(\C#N)C(=O)Nc1c(C)n(C)n(-c2ccccc2)c1=O	18	-14	1	95	100	102	98	101
O=C(NCCc1ccccc1F)/C(=C/c1cccnc1)NC(=O)c1ccccc1	20	7	1	89	91	98	95	97

Already shown: entries from further up.
SMILES	VLA-4 inh	JMJD2C inh	GRK2 aptamer HTS	CIT2-GFP yeast	AGP1 TOR yeast	MEP2-GFP yeast	LAP4-GFP MLPCN	RPL19A-GFP yeast
COc1ccc(C(=O)CSc2nnc(CCc3ccccc3)n2-c2ccccc2)cc1	12	-1	0	83	91	88	107	91
CCC(C)(C)c1nnc(NC(=O)c2cccc([N+](=O)[O-])c2)s1	17	-16	0	101	101	103	97	98
O=C(C(=O)N1CCOCC1)c1cn(CCOc2ccccc2)c2ccccc12	-22	-8	2	105	90	100	98	97
CCC(=O)Nc1nnc(SCC(=O)c2ccc3c(c2)Cc2ccccc2-3)s1	1	-3	3	105	104	106	101	103

Further results follow.
SMILES	VLA-4 inh	JMJD2C inh	GRK2 aptamer HTS	CIT2-GFP yeast	AGP1 TOR yeast	MEP2-GFP yeast	LAP4-GFP MLPCN	RPL19A-GFP yeast
O=C(c1ccc(F)cc1)N1CCN(c2ccc([N+](=O)[O-])cc2-n2cccc2)CC1	-4	-6	1	84	101	98	112	98
CC(C)OCCCNc1ncc2c(n1)CC(c1cccs1)CC2=O (stereo not drawn)	7	-7	2	100	99	103	93	103
CCc1ccc2oc(-c3cc(N)ccc3Cl)nc2c1	4	10	0	98	93	105	116	106
COc1cc([N+](=O)[O-])ccc1NC(=O)c1cccc(NC(=O)C(C)C)c1	-6	2	0	101	100	105	98	101
CN(C)S(=O)(=O)c1ccc(C(=O)NCC(=O)N/N=C/c2ccccc2)cc1	4	22	3	128	100	127	108	108
CCOC(=O)C1CCCN(c2ncnc3c2cnn3-c2ccc(OC)cc2)C1 (stereo not drawn)	-3	-2	2	.	90	100	96	93
CCn1cc(-c2ccnc3cc(C(=O)O)nn23)c(C)n1	2	-6	6	104	104	99	99	102
CCn1c(SCC(=O)NCc2ccco2)nnc1-c1cccs1	-3	32	4	107	110	108	104	101
O=C(NC1CCCC1)C1CC(c2ccc(F)cc2)=NO1 (stereo not drawn)	-12	8	2	89	95	99	107	101
CC(C)Cc1cc(C(=O)Nc2ccc3c(c2)OCO3)no1	-19	10	74*	99	85	106	101	92
CN(C)CCCOc1nc2c(c(=O)n(C)c(=O)n2C)n1C	-2	-18	0	96	97	103	104	97
Cc1ccc(-n2nc(C)c3cc(C(=O)O)sc32)cc1	1	1	1	79	74	97	123	97
COCC1CCN(C(=O)c2cc(COc3ccc(OC)c4ccccc34)on2)C1 (stereo not drawn)	-7	-9	6	94	83	100	90	106
CCc1cccc(CC)c1NC(=O)c1ccccc1CCc1ccccc1	-3	-7	3	107	105	103	104	109
COC(=O)c1cn(C(=O)c2ccc(OC)cc2)c2ccccc12	-4	-344	0	92	90	98	93	101
Cn1cc(C(=O)N/N=C/C2=C(N3CCOCC3)C(=C\c3ccccc3)/CC2)ccc1=O	-1	-1	0	91	61	101	96	101
COc1cc(/C=C/C(=O)O)ccc1OCc1cnc(Cl)s1	5	-17	1	107	100	96	97	96
CCOC(=O)N1CCN(C2CCCN(C(=O)c3cccc(Cl)c3)C2)CC1 (stereo not drawn)	-21	7	2	99	101	100	96	101
c1ccc(-c2onc(-c3ccco3)c2-c2ccc3[nH]ccc3c2)cc1	-10	8	0	88	83	98	131	97
O=C(CSc1nnc2ccccn12)N1CCOCC1	6	-2	1	102	104	102	104	98
O=C(CS(=O)(=O)c1cn(Cc2ccc(F)cc2)c2ccccc12)N1CCOCC1	-8	2	1	104	99	99	113	102
Cc1c(S(=O)(=O)NCCc2ccccc2)c(=O)n(C)c(=O)n1C	5	11	4	92	103	99	109	94
Cc1noc(NC(=O)c2ccc(Cl)cc2)c1Cl	5	14	0	?	?	92[may fluoresce violet]	125[may fluoresce violet]	41*[may fluoresce violet]
Cc1ccc(NC(=O)CN(C)C(=O)CSc2ncc(C(F)(F)F)cc2Cl)cc1	0	-3	0	101	109	110	104	103
CCOc1cc2[nH]c(=S)n(C3CCN(Cc4ccccc4)CC3)c(=O)c2cc1OCC	0	3	2	96	98	99	93	95
O=C(NC1CCCC1)c1ccc(Cn2c(=O)[nH]c3ccsc3c2=O)cc1	6	0	0	104	99	108	97	109
CN(C)C(=O)CSc1ncccc1-c1nc2ccccc2[nH]1	3	-6	0	99	84	106	94	103
CCOc1cc(S(=O)(=O)NC2CC(C)(C)NC(C)(C)C2)ccc1Cl	-2	-15	2	97	100	116	112	102
O=C(OCC(=O)N1CCN(C(=O)c2ccco2)CC1)c1sc2cc(F)ccc2c1Cl	-3	7	0	100	101	101	103	102
Cc1ccc(S(=O)(=O)NCCCN2CCOCC2)cc1C	0	-7	1	104	108	105	102	106
Cc1cccc2sc(N(CCCN(C)C)C(=O)c3ccc(Cl)s3)nc12	33	7	3	115	114	96	111	99
Cc1ccc(NC(=O)Cn2nc(C(=O)O)c3ccccc3c2=O)c([N+](=O)[O-])c1	1	3	0	104	89	103	92	112
Cc1cc(C)c(S(=O)(=O)N2CCN=C2c2ccccc2)c(C)c1	18	1	3	101	98	98	87	99
COc1ccc(Cc2nnc(NS(=O)(=O)c3ccccc3)s2)cc1	14	2	5	94	98	90	90	95
CCc1ccc(OCC(=O)N2CC(C(=O)OC)Oc3ccccc32)cc1 (stereo not drawn)	22	3	0	95	90	92	83	90
Cn1cccc1-c1nc2ccc(NC(=O)c3ccccc3)cc2[nH]1	-2	8	18	.	102	102	94	104

Full records as entered above:
Listed for O=C(NC1CCCC1)c1ccc(Cn2c(=O)[nH]c3ccsc3c2=O)cc1 : VLA-4 inh: 6; JMJD2C inh: 0; GRK2 aptamer HTS: 0; CIT2-GFP yeast: 104; AGP1 TOR yeast: 99; MEP2-GFP yeast: 108; LAP4-GFP MLPCN: 97; RPL19A-GFP yeast: 109
Listed for COc1ccc(Cc2nnc(NS(=O)(=O)c3ccccc3)s2)cc1 : VLA-4 inh: 14; JMJD2C inh: 2; GRK2 aptamer HTS: 5; CIT2-GFP yeast: 94; AGP1 TOR yeast: 98; MEP2-GFP yeast: 90; LAP4-GFP MLPCN: 90; RPL19A-GFP yeast: 95
Listed for O=C(OCC(=O)N1CCN(C(=O)c2ccco2)CC1)c1sc2cc(F)ccc2c1Cl : VLA-4 inh: -3; JMJD2C inh: 7; GRK2 aptamer HTS: 0; CIT2-GFP yeast: 100; AGP1 TOR yeast: 101; MEP2-GFP yeast: 101; LAP4-GFP MLPCN: 103; RPL19A-GFP yeast: 102

The results go on.
SMILES	VLA-4 inh	JMJD2C inh	GRK2 aptamer HTS	CIT2-GFP yeast	AGP1 TOR yeast	MEP2-GFP yeast	LAP4-GFP MLPCN	RPL19A-GFP yeast
CCCCN(C(=O)c1oc2ccc(OCC)cc2c1C)c1c(N)n(CC(C)C)c(=O)[nH]c1=O	1	-4	0	104	115	97	104	100
O=C(CSc1ncnc2c1sc1ccccc12)Nc1ccc(Br)cc1	-3	-1	0	101	111	105	101	102
COc1ccc(/C=N/n2c(=O)[nH]c3c([nH]c4ccc(Cl)cc43)c2=O)cc1CN1CCCCC1	2	-1	0	97	76	107	98	82
CCCC(=O)NC(C)c1nc2ccccc2n1C(C)C (stereo not drawn)	8	-6	2	95	97	95	91	95
CCc1ccc(N2CN(Cc3cccnc3)CNC2=S)cc1	3	2	0	104	98	94	105	94
Cn1nc(C(=O)Nc2ccccc2)c2c1-c1ccccc1S(=O)(=O)C2	-6	0	1	107	106	113	104	102
